# Source: PubChem BioAssay (Broad Institute)
# Cneo AK release = causes C. neoformans cell lysis; AID 651654; lysis activity, % at 15 µM; hit rate 0.2% among 360,000; adenylate kinase release luminescence, 4 h; normalised: neutral wells 0, clomiphene wells 100;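 active means mean lysis activity across replicates of at least 80%, whatever share of replicates individually reach that level; inactive means mean lysis activity below 80%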
#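 Material – Cryptococcus neoformans yeast cells · Quantity – 5 × 10^6 yeast cells/mL · Buffer or medium – YPD medium · Compound – single dose · Timing – 4 h static compound exposure, 37 °C, read 1 h post-reagent · Signal – adenylate kinase release luminescence · Read-out basis – lysis from increased AK signal · Benchmarks – Clomiphene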
# SIRT5 inh = sirtuin-5 (human) deacylase inhibition; inhibition, % at 15 µM; hit rate 1.1% among 330,000; Purified SirT5, succinyl-peptide AMC, trypsin-coupled fluorescence; AID 652115; in the data active means inhibition above about 15%
# Target sequence (Q9NXA8 whole entry, looked up): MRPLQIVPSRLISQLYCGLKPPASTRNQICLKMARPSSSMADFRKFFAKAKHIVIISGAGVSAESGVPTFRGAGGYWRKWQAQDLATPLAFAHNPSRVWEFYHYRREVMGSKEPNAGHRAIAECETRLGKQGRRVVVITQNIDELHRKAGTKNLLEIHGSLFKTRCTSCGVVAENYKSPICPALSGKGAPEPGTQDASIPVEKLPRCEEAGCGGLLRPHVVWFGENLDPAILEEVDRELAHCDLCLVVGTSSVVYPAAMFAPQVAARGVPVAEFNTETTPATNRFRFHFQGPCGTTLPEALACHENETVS
# Statin myotox sup = suppressors of simvastatin-induced myotoxicity in C2C12 myotubes. ATP luminescence, 48 h; scaled: DMSO 0, geranylgeraniol control 100. rescue of ATP level, % at 7.49 µM. hit rate 0.78% among 330,000;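 active means mean ATP rescue above about 67%, or every replicate alone reaching that limit, limit read from the data, passing the limit was not always enough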;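 further: myotubes were challenged with 10 µM simvastatin during compound exposure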
# miR122 inh = blocks miR-122 activity in Huh7 sensor cells; Huh7 miR-122 Renilla luciferase sensor, 48 h; neutral wells = 0, positive control = 100; activation (reporter increase), % at 12.5 µM; hit rate 0.3% among 340,000; AID 602342;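 active means mean replicate activation score at least 90 and every replicate individually at or above 90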;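 further: higher luciferase means less miR-122 activity so hits act as miR-122 inhibitors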
# ERp5 block = blocks human ERp5 reductase activity on insulin; inhibition, % at 9.99 µM; hit rate 0.05% among 350,000; AID 651711; ERp5 insulin aggregation, absorbance 650 nm, 90 min; Q15084;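 active means mean replicate inhibition above about 25%, with every replicate also reaching it, limit read from the data, passing the limit was not always enough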
# Target sequence (Q15084 whole entry, looked up): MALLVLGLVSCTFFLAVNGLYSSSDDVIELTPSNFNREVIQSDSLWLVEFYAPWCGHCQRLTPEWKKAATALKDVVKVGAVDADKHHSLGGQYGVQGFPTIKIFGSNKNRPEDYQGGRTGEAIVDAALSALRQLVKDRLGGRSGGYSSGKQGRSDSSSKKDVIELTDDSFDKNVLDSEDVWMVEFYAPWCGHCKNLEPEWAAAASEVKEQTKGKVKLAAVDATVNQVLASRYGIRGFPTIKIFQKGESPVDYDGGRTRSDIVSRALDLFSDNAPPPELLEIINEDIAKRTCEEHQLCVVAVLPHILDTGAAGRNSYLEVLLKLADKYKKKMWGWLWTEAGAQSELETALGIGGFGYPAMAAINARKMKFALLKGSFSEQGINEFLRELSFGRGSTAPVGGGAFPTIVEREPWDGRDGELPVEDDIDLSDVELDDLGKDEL
# ARNT-TACC3 inh = ARNT/TACC3 interaction disruption | hit rate 0.66% among 390,000 | inhibition, % at 9.99 µM | Q9Y6A5 | AlphaScreen His-ARNT PAS-B/GST-TACC3 binding, luminescence; TACC3 fragment carries E629A point mutation;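 active means mean inhibition of replicates at least 50% and at least half of replicates each reaching 50%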;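 further: 0% = complete ARNT plus TACC3 wells and 100% = ARNT alone without TACC3; many hits fall short of the cut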
# esBAF inh = blocks esBAF chromatin remodeling in mouse ES cells; hit rate 2% among 350,000; Bmi1-luciferase knock-in reporter, 24 h; 100% = twice the neutral-well signal; AID 602393; reporter increase, % at 12.5 µM; in the data active means activation above about 40%;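 further: 0% = median of the plate's neutral control wells and 100% = double that signal; a rise in the Bmi1 reporter signal indicates esBAF inhibition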
# The depositor's hits bear a star; . = no result given; [ ] = dose if it differs, or a comment.
SMILES,Cneo AK release,SIRT5 inh,Statin myotox sup,miR122 inh,ERp5 block,ARNT-TACC3 inh,esBAF inh
CCCn1c(SCC(=O)Nc2nc3ccccc3s2)nc2c1c(=O)n(C)c(=O)n2C,-1,.,15,-1,.,-11,-21
O=C(c1cc(-c2ccncc2)nc2ccc(Br)cc12)N1CCN(Cc2ccc3c(c2)OCO3)CC1,.,-4,.,-1,1,5,.
CC(C)c1cn(CC[C@@H]2CC[C@H](NC(=O)Nc3cc(Cl)cc(Cl)c3)[C@H](CO)O2)nn1,-1,6,0,-4[16.7 µM],2,-6,2
CN(C(=O)c1coc(=O)c2ccccc12)c1ccc(F)cc1,1,.,-1,-3,.,-7,-12
COC(=O)c1ccc(-n2c(C)cc(/C=N/Nc3nc(C)cc(=O)[nH]3)c2C)cc1,.,-8,.,.,1,0,.
O=C(C[C@H]1C=C[C@@H](NC(=O)c2ccccn2)[C@@H](CO)O1)NCc1cc(F)cc(F)c1,-6,-2,-8,.,4,8,-5
Cc1cc(C)nc(N2CCC(C(=O)NNC(=O)c3ccccc3)CC2)n1,-2,-2,2,-4,-3,5,-4
COc1cc2cc(CCCOC(=O)c3ccc(F)cc3)oc(=O)c2cc1OC,3,.,-3,.,5,7,4
O=C(Nc1cc(C(F)(F)F)ccc1Cl)C(NCc1ccccc1)c1ccccc1 (stereo unspecified),-3,.,.,-3,.,-4,.
CCN(CC)c1nc(N(CC)CC)[nH]c(=O)n1,-2,.,-12,-5,.,-7,0
CCOc1ccc(NC(=O)C2CCCN(S(=O)(=O)c3ccc4c(c3)CC(C)N4C(C)=O)C2)cc1 (stereo unspecified),7,-3,-5,0,1,7,9
Brc1ccc(Nc2c3c(nc4ncnn24)CCC3)cc1,-11,.,-8,0,.,1,3
C[C@H](CO)N1C[C@H](C)[C@@H](CN(C)C(=O)Nc2ccc3c(c2)OCO3)Oc2c(NC(=O)C3CCOCC3)cccc2C1=O,-25,-3,-23,-4[16.7 µM],10,0,1
O=C(OCC(=O)N(Cc1ccccc1)Cc1ccccc1)c1ccccc1O,-2,3,-1,.,0,-1,8
COc1cccc(NC(=S)NN=C2CCCCCC2)c1,.,7,.,.,1,23,.
CCCCNc1nc2cccnc2s1,-1,-3,-8,-1,-1,-2,26
Cc1ccc(S(=O)(=O)Nc2ccc3c(c2)C(=O)N([C@H](C)CO)C[C@H](C)[C@H](CN(C)Cc2ccc(Oc4ccccc4)cc2)O3)cc1,.,.,4,-7[16.7 µM],.,.,-4
COc1cc(/C=C(\C#N)C(=O)Nc2ccccc2C(=O)O)cc(Cl)c1OC,.,3,.,.,-1,-11,.
O=C(Cc1ccc(NC(=O)C2CCCN(C(=O)C3CC3)C2)cc1)Nc1cccc(C(=O)N2CCCCC2)c1 (stereo unspecified),-4,-4,6,.,32*,0,2
COc1ccc(NC(=O)N(C)C[C@H]2Oc3c(NC(=O)Nc4ccc(F)cc4)cccc3C(=O)N([C@H](C)CO)C[C@@H]2C)cc1,-3,0,24,-6[16.7 µM],2,1,4
CCN(C(=O)CSc1nnc(CNc2cccc(OC)c2)n1C1CCCCC1)C1CCS(=O)(=O)C1 (stereo unspecified),18,0,-1,-5,-1,2,-14
COc1ccc(S(=O)(=O)N(C)C)cc1NC(=O)c1ccc2c(c1)NC(=O)C(C)S2 (stereo unspecified),0,-4,2,0,3,5,0
O=C(C[C@H]1CC[C@@H]2[C@H](COC[C@H](O)CN2C(=O)Nc2cc(Cl)cc(Cl)c2)O1)NCC1CCCCC1,41,2,-1,-1[16.7 µM],-1,7,2
O=C1NC2=C(C(=O)c3ccccc32)C(c2ccccc2)N1 (stereo unspecified),-1,.,-17,4,.,-11,-4
CCOC(=O)c1cc2c(ccc3ccccc32)oc1=O,.,-78,.,-5,2,4,.

# Next part, starting with the last three of the part before.
SMILES,Cneo AK release,SIRT5 inh,Statin myotox sup,miR122 inh,ERp5 block,ARNT-TACC3 inh,esBAF inh
O=C(C[C@H]1CC[C@@H]2[C@H](COC[C@H](O)CN2C(=O)Nc2cc(Cl)cc(Cl)c2)O1)NCC1CCCCC1,41,2,-1,-1[16.7 µM],-1,7,2
O=C1NC2=C(C(=O)c3ccccc32)C(c2ccccc2)N1 (stereo unspecified),-1,.,-17,4,.,-11,-4
CCOC(=O)c1cc2c(ccc3ccccc32)oc1=O,.,-78,.,-5,2,4,.
O=C(NCc1ccccn1)c1ccc(CNS(=O)(=O)c2cccc(C(F)(F)F)c2)cc1,.,-3,.,.,4,3,.
C[C@H]1CN([C@@H](C)CO)S(=O)(=O)c2ccc(-c3cccc(F)c3)cc2O[C@H]1CN(C)C,-1,-5,-1,-1[16.7 µM],1,-2,-1
O=C(O)c1cccc(NC(=O)c2cc(S(=O)(=O)N3CCOCC3)cs2)c1,.,2,.,-3,1,-1,.
CC1CCc2c(sc3nc(SCC(=O)NCc4ccco4)nc(N)c23)C1 (stereo unspecified),-2,.,21,3,.,0,39
COc1ccc(OCc2nc3ccccc3[nH]2)cc1,-25,.,-20,-7,.,1,21
S=C1NCCc2ccccc2C1c1ccccc1Cl (stereo unspecified),-9,.,.,0,.,-3,.
C/C(CC(=O)Nc1c(C)cc(C)cc1C)=N\NC(=O)c1cnccn1,-3,.,0,6,.,8,6
CC1CCc2c(sc3ncn(CC(=O)N4CCCCC4)c(=O)c23)C1 (stereo unspecified),-2,-3,.,2,-4,-4,.
CCCCCc1cc(=O)oc2c(C(CCN3CCCC(C)C3)c3ccc4c(c3)OCO4)c(OC)cc(OC)c12 (stereo unspecified),1,.,-28,.,9,7,-13
O=C1NC(Cc2ccc(O)cc2)c2nc3ccc(Br)cc3c(=O)n2-c2cc3ccccc3cc21 (stereo unspecified),-5,-3,3,-1,0,.,37
Cc1noc(C)c1NC(=O)NCC[C@H]1CC[C@H](NC(=O)Nc2cccc(F)c2)[C@@H](CO)O1,-1,-2,-1,.,2,-17,-5
C=CCN1N=C(c2ccc(Cl)s2)CSC1=O,1,.,4,7,.,.,-3
CC(C)(Oc1ccc(CCNC(=O)c2ccc(-c3ccc(Cl)cc3)o2)cc1)C(=O)O,5,.,.,-2,-9,.,.
Cc1ccc(S(=O)(=O)NCCC(=O)N2CCN(C/C=C/c3ccccc3)CC2)cc1,0,-6,-2,-6,-5,-2,5
CC(=O)N1CCc2c(sc(NC(=O)Cc3ccccc3)c2C(N)=O)C1,-1,1,0,-5,-4,4,2
Cc1noc(C)c1C(c1ccccc1)c1ccccc1,.,1,.,5,3,-7,.
CC(C)c1ccc(/C=C/C(=O)NNC(=O)c2cccnc2)cc1,-1,.,4,1,.,-2,-4
O=C(/C=C/c1ccc(O)c(O)c1)OC1C(O)CC(OC(=O)/C=C/c2ccc(O)c(O)c2)(C(=O)O)CC1O (stereo unspecified),-2,0,-3,0,0,-2,-10
CC(C)CN(C(=O)CN(C)C(=O)Cc1ccc(Cl)cc1)c1c(N)n(CC(C)C)c(=O)[nH]c1=O,.,-1,-9,-4,-2,-1,-4
Cc1ccc(NC(=O)C2c3ccccc3-c3ccccc32)cc1,0,-4,-5,2,4,.,-7
CN1c2ccc(Br)cc2[C@@H]2[C@@H](CCN2S(=O)(=O)c2ccccc2F)[C@H]1CO,-5,5,-7,-3[16.7 µM],-5,20,-2
CCC(=O)c1cn(/C(=C\C(=O)OC(C)(C)C)CCC(OC)OC)cc1CC,0,-5,1,0,-2,25,-4
CCOc1ccc(CN2CCN(Cc3c(C)nn(CC)c3C)CC2CCO)cc1 (stereo unspecified),0,-5,2,-1,1,-4,-2
CC1(C(=O)NCc2ccccc2)CCC(=O)N1CCOc1ccccc1 (stereo unspecified),4,-3,1,-4,1,.,-1
C[C@H]1CN([C@@H](C)CO)C(=O)c2cc(NS(=O)(=O)c3ccc(Cl)cc3)ccc2O[C@@H]1CN(C)S(=O)(=O)c1ccc(F)cc1,1,5,-13,5[16.7 µM],3,-2,-6

# Next part (2 carried over from the part before).
SMILES,Cneo AK release,SIRT5 inh,Statin myotox sup,miR122 inh,ERp5 block,ARNT-TACC3 inh,esBAF inh
CC1(C(=O)NCc2ccccc2)CCC(=O)N1CCOc1ccccc1 (stereo unspecified),4,-3,1,-4,1,.,-1
C[C@H]1CN([C@@H](C)CO)C(=O)c2cc(NS(=O)(=O)c3ccc(Cl)cc3)ccc2O[C@@H]1CN(C)S(=O)(=O)c1ccc(F)cc1,1,5,-13,5[16.7 µM],3,-2,-6
C=CCC(=O)N1CCCC(CNC(=O)c2ccc(-c3ccccc3)cc2)C1 (stereo unspecified),-3,-1,5,-13,5,-3,14
Cc1cc(-c2csc(N)n2)c(C)n1C,-1,.,-5,-8,.,-4,-9
CN1CCN(c2ccc([N+](=O)[O-])cc2NC(=O)c2ccccc2Cl)CC1,.,3,.,-2,1,1,.
CCOC(=O)C1(Cc2ccccc2C)CCCN(C(=O)c2ccoc2)C1 (stereo unspecified),1,-1,.,3,1,21,.
C/C(CC(=O)Nc1ccccc1)=N\NC(=O)COc1ccc(C)cc1Br,.,-4,.,.,4,-6,.
Cc1cccc(C(=O)Nc2ccc(C(=O)/C=C/c3cccs3)cc2)c1,2,.,14,-3,.,-11,31
C[C@H]1CN([C@@H](C)CO)C(=O)c2cc(/C=C/c3ccccc3)cnc2O[C@@H]1CN(C)Cc1ccccc1,10,3,13,1[16.7 µM],6,11,-9
Cc1ccc(S(=O)(=O)Nc2ccc3c(c2)C(=O)N([C@@H](C)CO)C[C@@H](C)[C@H](CN(C)S(=O)(=O)c2cn(C)cn2)O3)cc1,0,-14,-16,-2[16.7 µM],-3,10,-4
COCC(=O)N1C[C@@H](C)[C@@H](OC)CN(C)C(=O)c2cc(NC(=O)Nc3cccc(F)c3)ccc2OC[C@H]1C,2,4,-1,.,1,-1,-4
Cc1cc(=O)oc2cc(OC(C)C(=O)Nc3ccc(C(N)=O)cc3)ccc12 (stereo unspecified),0,-1,3,2,0,4,0
Cc1ccc(OCC(=O)Nc2ccc(Cl)cc2)c(-n2nc3ccccc3n2)c1,0,.,-15,8,.,-2,-5
CC(C)NC(=O)N1CCCCN2[C@H](CO)[C@@H](c3ccc(C#CC4CC4)cc3)[C@@H]2C1,-1,-1,19,10[16.7 µM],3,3,4
O=C(NCCc1ccccc1)c1cccc(NC(=O)C2CCCC2)c1,1,-3,7,-1,-5,2,48*
COc1ccc(NS(=O)(=O)c2ccc(N3CCCCC3)c(NC(=O)C(C)NC(N)=O)c2)cc1 (stereo unspecified),0,2,-21,16,-4,4,0
COc1ccc(-c2[nH]c3ccccc3c2SCCNC(=O)c2ccccc2)cc1,-1,0,9,.,-6,0,16
O=C1c2ccccc2C(=O)N1CCC(O)C[N+](=O)[O-] (stereo unspecified),.,-2,.,.,5,1,.
COc1ccc(C2=CC(c3c(C)nn(-c4ccccc4)c3Cl)n3nnnc3N2)cc1OC (stereo unspecified),-1,.,-7,2,.,4,-2
CN(C)S(=O)(=O)c1cc(C(=O)Nc2ccccc2C(=O)NC2CC2)ccc1Cl,-2,3,-2,4,-11,0,18
CSc1nc2c(c(=O)[nH]1)C(c1ccc(Cl)cc1)CC(=O)N2 (stereo unspecified),.,2,.,.,-2,2,.
Cc1cc(C)c(OCC(=O)N(Cc2ccccc2)C2CCS(=O)(=O)C2)c(C)c1 (stereo unspecified),-1,-4,.,-2,2,-2,.
O=C(N/N=C/c1ccc(C(F)(F)F)cc1)c1ccncc1,-1,0,-4,15,5,-2,10
CCOc1ccc(S(=O)(=O)Nc2ccc(C(=O)NCC3(N4CCCCC4)CCCCC3)cc2)cc1,.,-1,-6,4,-2,5,-3

# Ordered by the number under esBAF inh (largest number first): 5 of the compounds above.
smiles	SIRT5 inh	miR122 inh	ERp5 block	ARNT-TACC3 inh	esBAF inh
CN(C)S(=O)(=O)c1cc(C(=O)Nc2ccccc2C(=O)NC2CC2)ccc1Cl	3	4	-11	0	18
O=C(N/N=C/c1ccc(C(F)(F)F)cc1)c1ccncc1	0	15	5	-2	10
Cc1cc(=O)oc2cc(OC(C)C(=O)Nc3ccc(C(N)=O)cc3)ccc12 (stereo unspecified)	-1	2	0	4	0
COc1ccc(C2=CC(c3c(C)nn(-c4ccccc4)c3Cl)n3nnnc3N2)cc1OC (stereo unspecified)	.	2	.	4	-2
Cc1ccc(S(=O)(=O)Nc2ccc3c(c2)C(=O)N([C@@H](C)CO)C[C@@H](C)[C@H](CN(C)S(=O)(=O)c2cn(C)cn2)O3)cc1	-14	-2[16.7 µM]	-3	10	-4
